MT stabilizer = microtubule stabilizers in HeLa cells; HeLa tubulin immunostaining HCS, 24 h; share of cells brighter than vehicle mean+2SD; % tubulin-high responders, % at 10 µM; 0.83% of 200,000 active; AID 2205;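 active = plate Z-score above 3 for both tubulin-high and condensed-nucleus cell shares, with cell loss under 80%, at 10 µM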;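 also: anti alpha tubulin signal scored within the nucleus-defined area of each cell; some results filed as inactive read as strong as hits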
Autophagy mod = autophagy modulation, high-content screen; 0.98% of 190,000 active; MEF GFP-LC3 puncta imaging; test concentration mostly 10 µM; calls only at 10 µM (by protocol);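 active = percentage of spot-positive cells more than 3 SD above its plate mean, without a fluorescence outlier flag or 80% toxicity; inconclusive = no clear call, values can overlap the other calls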;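 also: spot-positive cell cutoff set from DMSO-treated cells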
AID2073 = inhibitors of Mint1-CaV2.2 protein interaction, biochemical, HTRF (AID 2073); HTRF protein-protein interaction, Mint1-CaV2.2; higher % means a stronger effect; 0.19% of 290,000 active; inhibition, % at 20 µM; hits with a dose series show IC50 in µM; in the data active = inhibition mostly above about 51%, no sharp cut-off; inconclusive = no clear call, values can overlap the other calls; inactive = mostly below about 53%; also: some results filed as inactive read as strong as hits
Dynein cargo inh = dynein cargo transport inhibition. 3617.4 mouse cells, GR-EGFP nuclear translocation imaging; test concentration mostly 20 µM; stimulated with dexamethasone, 1 µM; hits give low values. z-score, hits read low. 0.47% of 220,000 active. AID 1381;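 active = plate z-score of nuclear minus cytoplasmic receptor signal below a set negative limit, without overly bright fluorescence or cell loss, cut at about -3.5 in these data, passing the limit was not always enough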;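 also: z-score of nuclear minus cytoplasmic ring GR-EGFP intensity difference per well; some compounds called inactive have numbers as strong as hits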
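Buffer or medium: Induction medium lacking tetracycline, stripped serum | Also added: Dexamethasone agonist, 1.0 µM final, for 30 min | Timing: 48 h induction, 1 h compound, 30 min dex at 37 °C | Detection: Formaldehyde fixation, Hoechst nuclear stain, 10x automated fluorescence imaging | Measure: Nuclear versus cytoplasmic GR-EGFP signal, averaged per well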
WT yeast gro inh = growth inhibition of WT yeast, mitochondrial fusion screen | mitochondrial fusion phenotypic screen, WT strain | inhibition, % at 10 µM | 2.1% of 190,000 active | AID 1362; in the data active = inhibition above about 58%; tested in S. cerevisiae
Insulin prom up = MIN6 insulin promoter up-regulation; z-score at 5 µM; MIN6 insulin promoter-GFP reporter, high-content imaging; hits give high values; 0.3% of 190,000 active; AID 1625;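 active = z-score above 3 at 5 µM with at least 500 cells counted in the well; inconclusive = wells under 500 cells, flagged as cytotoxic or low count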
Yfh1-depleted yeast = mitochondrial function rescue without frataxin homolog – Friedreich's ataxia, plus single-dose screen, dose response (AID 1465) | S. cerevisiae Yfh1-off respiration, WST-1 reduction, 72 h; higher fold induction means a stronger effect | one-dose fold induction at 50 µM; EC50 in µM for titrated hits | 0.074% of 220,000 active;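 active = fold induction of absorbance versus untreated yeast above a set limit, then at least 30% activation at any dose in follow-up; inconclusive = repeats straddling the limit, or above it without dose testing; inactive = fold induction below the set limit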;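 also: activators that raise dye reduction in frataxin-depleted yeast; strong numbers were not always called active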
b-catenin transl = alters nuclear translocation of beta-catenin in HeLa cells; immunofluorescence imaging; nuclear translocation activity, % at 5 µM; 0.3% of 190,000 active;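 active = nuclear translocation activity above 50% at 5 µM, with a well cell count of 50 or more; inconclusive = wells under 50 cells across six images, flagged as toxic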;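 also: per-cell ratio of nuclear to cytoplasmic median beta-catenin stain intensity; plate controls were DMSO negative control for no effect and GSK-3 inhibitor IX positive control for full effect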
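Signal – beta-catenin immunofluorescence imaging with DAPI · Test system – human HeLa cell line · Dosing – 5 µM primary single dose, 0.1% DMSO, 0.02–20 µM confirmation series · Measure – % activation, nuclear-to-cytoplasmic median beta-catenin signal ratio per cell · Incubation – 24 h compound exposure at 37°C, 5% CO2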
HIV fusion peptide = inhibitors of HIV fusion peptide binding, primary screen, biochemical, uHTS, fluorescence dequenching (AID 1986); inhibition, % at 20 µM, or IC50 in µM where a hit was titrated; cell-free peptide binding, fluorescence dequenching, 30 min; higher % means a stronger effect; 0.3% of 290,000 active; in the data active = inhibition mostly above about 52%, no sharp cut-off; inactive = mostly below about 76%; also: some results filed as inactive read as strong as hits
WT yeast gro inh mutant strain = further read-out of WT yeast gro inh, marked with its call; inhibition, %; mitochondrial fusion phenotypic screen, mutant strain inhibition
Dynein cargo inh cytoplasmic EGFP = also measured in Dynein cargo inh; calls as there; z-score; measured here: cytoplasmic GR-EGFP intensity; hits give high values
Dynein cargo inh nuclear GR-EGFP = recorded beside Dynein cargo inh, whose call it bears; z-score; measured here: nuclear GR-EGFP intensity;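 lower value marks the stronger effect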
Dynein cargo inh cell count = also measured in Dynein cargo inh; calls as there; z-score; measured here: cell count per field
Insulin prom up cell count = further read-out of Insulin prom up, marked with its call; cell count; measured here: cytotoxicity, nuclei count;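 total cells summed across four imaged fields per well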
b-catenin transl cell count 5 µM = also measured in b-catenin transl; calls as there; cell count; measured here: cell count, cytotoxicity flag
MT stabilizer Hoechst-high % = further read-out of MT stabilizer, marked with its call; % Hoechst-high responders; measured here: nuclear condensation Hoechst responders;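 share of cells brighter than vehicle mean plus two SD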
MT stabilizer cytotoxicity % = second read-out of MT stabilizer, no call of its own (marks repeat the call); toxicity, %; measured here: cytotoxicity by cell density;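 0% = mean cell density of plate MIN control wells and 100% = no cells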
Autophagy mod cell loss 18 h = further read-out of Autophagy mod, marked with its call; toxicity, %; measured here: cell loss, nuclei count;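 cell loss after 18 h compound exposure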
* hit, by the source's call; i = inactive; u = inconclusive; x = not tested or not shown; + = active, no number.

Results follow in this order: MT stabilizer	MT stabilizer Hoechst-high %	MT stabilizer cytotoxicity %	Autophagy mod	Autophagy mod cell loss 18 h	AID2073	Dynein cargo inh	Dynein cargo inh cytoplasmic EGFP	Dynein cargo inh nuclear GR-EGFP	Dynein cargo inh cell count	WT yeast gro inh	WT yeast gro inh mutant strain	Insulin prom up	Insulin prom up cell count	Yfh1-depleted yeast	b-catenin transl	b-catenin transl cell count 5 µM	HIV fusion peptide
COC(=O)c1ccccc1NC(=O)C1CC(=O)N(c2ccc(F)cc2)C1 (stereo not drawn)
    2.5	2.1	3.1	i	5.2	-5.8%	1.71	-0.136	1.37	0.213	-3.4	60.2	1.46	1994	i	-0.8	1021	-1.5%
CC(=O)c1ccc(O)c(CC=C(C)C)c1
    x	x	x	x	x	-6.0%	-0.214	-0.683	0.311	-0.581	x	x	-0.36	1120	i	1.4	1221	-0.9%
COc1ccc(-n2c(-c3ccc(Br)cc3)c[n+]3c2SC(C)C3)cc1 (stereo not drawn)
    2.1	2.4	11.1	i	4.3	-1.6%	-0.568	-0.209	-0.514	1.29	15.3	11.8	u	x	i	-3.8	1109	1.0%
CCOC(=O)CSc1nc2c(c(-c3ccc(C)o3)c1C#N)CCCC2
    2.2	1.2	61.7	i	-3.5	14.8%	-1.27	-0.0583	-0.409	-0.458	10.7	3.8	-0.68	1263	i	x	x	7.3%
Cc1cc(C)n(CCc2nc(-c3ccc(C)o3)cs2)n1
    1.5	1.5	6.8	i	-5.7	42.6%	-0.772	-0.0553	-0.369	-0.00765	-5.0	6.2	x	x	i	-4.2	1120	0.8%
O=C(NNc1cc(N2CCOCC2)nc(N2CCOCC2)n1)c1ccc(Cl)c(Cl)c1
    2.6	4.1	5.2	i	-2.3	-0.2%	-0.749	-0.314	-0.596	0.795	1.1	-1.5	x	x	i	-0.7	926	-1.1%
CC[C@H](C)[C@H](NC(N)=O)C(=O)Nc1ccc(C)cc1
    4.1	3.4	8.0	i	3.2	4.1%	0.196	-0.0271	0.23	0.476	3.0	4.2	0.1	1510	i	-0.1	1111	1.7%
O=C(Nc1ccc2c(c1)OCO2)N1CCN(c2ccccc2)CC1
    2.3	2.1	8.7	i	5.4	-6.8%	-0.72	-0.207	0.218	-0.237	4.4	-2.7	-0.54	1672	i	-5.8	1118	-0.9%
COC(=O)/C=C1\S/C(=N\N=C\CC(=O)OC)NC1=O
    x	x	x	x	x	2.9%	-0.466	-0.209	-0.26	1.15	x	x	x	x	i	-0.9	1414	24.3%
CC1CC(C)C[N+](=C2C=C(N3CCCC3)CC(C)(C)C2)C1 (stereo not drawn)
    3.3	2.3	4.1	i	13.3	-7.1%	0.0801	-0.115	-0.252	0.197	5.8	16.1	u	x	i	0.9	907	-2.1%
CC(C)CCNC(=O)c1csc2c1CCCCC2
    1.8	2.0	2.4	i	4.2	-0.9%	0.36	-0.285	0.352	-0.166	12.8	8.7	-0.55	1087	i	-0.6	1035	-1.1%
COc1cc(/C=C2\C(=O)NN(c3ccccc3)C2=O)ccc1OCC(N)=O
    1.5	1.2	3.7	i	22.1	23.3%	-0.466	-0.204	-0.251	0.884	-8.2	3.3	-0.26	1143	i	2.0	1073	12.8%
CC1CCCCN1C(=O)COC(=O)/C=C/c1ccc2ccccc2n1 (stereo not drawn)
    3.6	2.7	3.8	i	-12.4	7.7%	-1.64	-0.0848	-0.77	0.343	-14.1	-6.3	0.02	1258	i	0.1	1134	-0.9%
Cc1nn(S(=O)(=O)c2ccc(Cl)cc2)c(C)c1Sc1ccc([N+](=O)[O-])cc1
    3.2	1.7	6.2	i	-13.8	0.4%	1.07	-0.155	1.5	-2.1	-5.6	-13.9	-0.45	977	i	1.1	922	-2.0%
Cc1ccccc1NC(=S)NC(NC(=O)COc1ccccc1)C(Cl)(Cl)Cl (stereo not drawn)
    0.4	1.3	8.8	i	11.9	-22.1%	2.79	-0.223	0.847	-0.773	-5.9	-22.4	-0.55	1428	i	1.8	1389	0.1%
O=S(=O)(c1ccccc1)c1nc(NC2CC2)sc1Cl
    2.2	1.8	1.8	i	-4.0	-5.4%	-0.00544	-0.0748	0.0605	-1.25	-4.5	-9.7	1.55	1232	i	-3.8	1141	-0.6%
Cc1cccc(-n2cc(CNCCN3CCOC3=O)c(-c3cccc(F)c3)n2)c1
    2.6	2.6	8.1	i	-0.8	8.3%	-1.26	-0.197	-0.507	0.968	3.7	12.2	-0.91	1435	i	-0.5	1057	2.4%
CCOc1ccc(OCc2ccc(C(=O)N3CCc4ccccc4C3)o2)cc1
    2.0	2.5	10.5	i	-26.2	2.9%	-0.282	-0.179	0.38	-0.386	10.9	2.4	-0.37	1604	i	-2.1	1333	1.3%
Cc1nnsc1C(=O)NNC(=O)c1ccc(C(F)(F)F)cc1
    x	x	x	x	x	11.8%	0.355	-0.252	0.0871	-0.0954	x	x	0.92	1408	i	-1.5	1086	-0.4%
CC1CCCC(NC(=O)COC(=O)c2ccccc2[N+](=O)[O-])C1C (stereo not drawn)
    3.7	1.3	22.5	+	-0.4*	12.3%	0.0947	-0.208	0.336	0.258	13.4	3.8	0.44	1307	i	1.3	1130	-1.5%

Ordered by the number under MT stabilizer Hoechst-high % (ascending): three from the list above.
| SMILES | MT stabilizer Hoechst-high % |
| --- | --- |
| CCOC(=O)CSc1nc2c(c(-c3ccc(C)o3)c1C#N)CCCC2 | 1.2 |
| CC(C)CCNC(=O)c1csc2c1CCCCC2 | 2.0 |
| O=C(Nc1ccc2c(c1)OCO2)N1CCN(c2ccccc2)CC1 | 2.1 |

Later entries:
Results follow in this order: MT stabilizer	MT stabilizer Hoechst-high %	MT stabilizer cytotoxicity %	Autophagy mod	Autophagy mod cell loss 18 h	AID2073	Dynein cargo inh	Dynein cargo inh cytoplasmic EGFP	Dynein cargo inh nuclear GR-EGFP	Dynein cargo inh cell count	WT yeast gro inh	WT yeast gro inh mutant strain	Insulin prom up	Insulin prom up cell count	Yfh1-depleted yeast	b-catenin transl	b-catenin transl cell count 5 µM	HIV fusion peptide
CCCc1cc2c(OC(=O)CC)c(-c3ccc(C(=O)OCC)o3)c(=O)oc2cc1OC
    1.8	2.1	0.1	i	27.5	38.6%	-0.419	-0.25	-0.318	1.07	9.2	24.2	0.17	1298	i	-1.2	507	24.6%
O=C(Nc1ccccc1Cc1ccccc1)C1CC(=O)N(c2ccc3c(c2)OCCO3)C1 (stereo not drawn)
    1.8	0.6	4.0	i	-8.5	6.5%	-0.0756	0.418	0.139	1.62	0.3	-2.6	x	x	i	-3.4	1225	0.3%
COc1cccc(C2SCC(=O)N2c2ccc(Cl)cc2)c1OC (stereo not drawn)
    1.7	2.7	3.7	i	-8.2	-0.4%	0.176	-0.319	-0.185	0.248	15.3	1.2	-0.08	1164	i	0.5	943	-2.6%
O=C(NCCc1ccccc1)Nc1ccc2c(c1)OCO2
    1.7	3.0	9.5	i	1.8	6.2%	-0.452	-0.25	0.327	1.32	2.5	2.2	-0.69	1580	i	0.1	867	-1.1%
COc1ccc(/C=C/C2=NN(Cc3ccccc3)C(=O)CC2)cc1
    3.4	2.7	4.2	i	54.9	2.6%	-0.144	0.0431	-0.108	0.127	11.8	-11.3	-0.38	1222	i	3.4	1104	0.1%
O=C(O)CC(Cc1ccc(Cl)cc1)C(=O)NCc1ccccc1 (stereo not drawn)
    3.6	1.9	3.1	i	19.4	1.4%	0.194	-0.253	0.0766	0.665	3.2	15.3	0.58	1510	i	-1.1	1053	1.8%
Cn1cnnc1SCC(=O)N1CCC(Cc2ccccc2)CC1
    1.3	2.0	8.7	i	-11.0	9.1%	-0.545	-0.0673	-0.226	0.203	1.3	16.3	-0.09	1174	i	2.0	1100	-1.2%
Cc1cc(C(=O)N/N=C/c2ccc(O)c([N+](=O)[O-])c2)c(C)n1-c1ccc(F)cc1
    2.6	2.3	8.4	i	2.2	30.0%	0.142	-0.243	0.461	-0.316	7.0	7.2	-0.38	1266	i	3.9	1077	28.6%
CCCOc1ccc(C(=O)Nc2ccc(N(C)C)cc2)cc1
    3.7	1.5	3.8	i	-1.0	-20.4%	3.27	-0.169	1.66	-1.45	-14.2	-4.6	0.63	1134	i	6.3	1088	-2.0%
C/C(=C\c1cccs1)C(=O)c1c(C)cc(C)[nH]c1=O
    x	x	x	x	x	5.6%	0.723	-0.127	0.347	-2.14	x	x	-0.35	1046	i	0.0	1317	-0.1%
Cc1nc(CSc2nnc(C)s2)cs1
    2.4	1.2	5.8	i	-30.1	-1.7%	-0.642	-0.294	0.535	0.333	2.4	-13.7	0.28	1324	i	1.0	509	1.5%
Cc1nnc(SCC(=O)Nc2ccc(S(=O)(=O)N3CCCCC3)cc2)s1
    4.6	2.2	6.6	i	-5.4	10.7%	0.514	0.0301	0.43	-0.622	-3.8	3.1	0.1	1513	i	x	x	2.6%
COC(=O)c1cc(OC)c(OC)cc1NC(=O)C1CCC(=O)N1S(=O)(=O)c1ccc(C)cc1 (stereo not drawn)
    4.2	2.7	18.1	i	0.8	-9.6%	1.59	0.734	1.93	-1.09	-2.2	15.9	x	x	i	x	x	0.9%
COc1ccc(Cl)cc1NC(=O)CN1CCCC1
    2.5	1.7	11.1	i	5.2	-2.8%	-0.963	-0.161	-0.629	0.838	-15.2	5.3	0.48	1414	i	-4.3	1148	-0.8%

Screens from PubChem.
